Assay outcomes as filed in PubChem.
Pf growth 48h = inhibits P. falciparum growth in the first generation, 48 h | P. falciparum luciferase growth in erythrocytes, 48 h | Potency, µM (highest dose often 28.7 µM), without a hit: top-dose activity change, negative = inhibition, most hits filed as inhibitors | hit rate 5.9% among 310,000 | AID 504832
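Erythrocytes infected with P. falciparum carrying an integrated firefly luciferase reporter (2% hematocrit, 0.1% parasitemia final) were exposed to compounds in RPMI 1640 with 0.5% Albumax at 37 C, 5% CO2. Growth inhibition was scored as reduced luminescence.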
LmPK inhibitor = blocks Leishmania mexicana pyruvate kinase activity; Q27686; purified LmPK, Kinase-Glo ATP luminescence, 1 h; Potency, µM (top dose mostly 57.5 µM), without a hit: at the top dose activity change, negative = inhibition, actives largely listed as inhibitors; hit rate 0.37% among 290,000
Target sequence (Q27686 whole entry, looked up): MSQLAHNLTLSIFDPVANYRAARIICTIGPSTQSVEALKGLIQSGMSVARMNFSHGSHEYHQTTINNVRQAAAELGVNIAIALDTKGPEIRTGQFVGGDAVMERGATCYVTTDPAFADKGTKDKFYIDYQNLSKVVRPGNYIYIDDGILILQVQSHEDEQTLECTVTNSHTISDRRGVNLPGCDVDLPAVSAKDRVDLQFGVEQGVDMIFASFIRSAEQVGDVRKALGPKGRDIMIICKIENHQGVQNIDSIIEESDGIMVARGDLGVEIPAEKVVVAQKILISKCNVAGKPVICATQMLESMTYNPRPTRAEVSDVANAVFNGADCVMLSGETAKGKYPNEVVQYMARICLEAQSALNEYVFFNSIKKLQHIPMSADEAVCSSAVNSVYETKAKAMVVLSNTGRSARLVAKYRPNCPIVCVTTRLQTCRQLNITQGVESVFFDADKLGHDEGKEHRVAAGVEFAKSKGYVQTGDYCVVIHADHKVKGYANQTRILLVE
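ATP generated from ADP (0.1 mM) and PEP (0.5 mM) by 0.1 nM LmPK over 1 h at room temperature (pH 7.2 imidazole buffer) was detected by coupled luciferase luminescence. Values were normalized to uninhibited and no-enzyme wells.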
Pf growth 96h = P. falciparum growth inhibition at 96 hours | P. falciparum luciferase reporter growth, 96 h | Potency, µM (highest dose often 28.7 µM), inactives show at the top dose activity change, negative = inhibition, actives largely listed as inhibitors | hit rate 6.9% among 320,000 | AID 504834
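Cell-based qHTS: luciferase-tagged P. falciparum in erythrocytes (2% hematocrit, 0.05% parasitemia final) incubated with compounds for 96 hours, 37 C, 5% CO2; luciferase detection reagent then added and luminescence measured.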
TbPYK inhibitor = T. brucei pyruvate kinase inhibition; Q57TT1; TbPYK enzyme, Kinase-Glo Plus ATP luminescence, 45 min; Potency, µM (doses to about 76.8 µM), for the others: at the top dose activity, negative = inhibition, hits mostly inhibitors; hit rate 0.12% among 410,000; AID 624173; also: nearly all actives have a fitted effect of over 50% in size
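In this concentration-response screen, enzyme-free wells defined baseline while DMSO plates tracked drift. Each reaction combined TbPYK, substrate, compound and 130 uM ADP for 45 min at room temperature. Kinase-Glo Plus luminescence gave the signal.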
HCV inhibitor = HCV inhibition | Huh7.5.1 HCVcc-Cre infection, luciferase reporter, 44 h | Potency, µM (titrated, usually from 41.8 µM), for inactives: at the top dose activity change, negative = inhibition, actives largely listed as inhibitors | hit rate 3.4% among 340,000 | AID 651820
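Infectious HCV cell culture screen: compound-treated cells (1,000/well, pre-plated 4 h) are infected with HCVcc-Cre at roughly 0.5 moi and grown 44 h. Infection is quantified by luciferase signal after 15 min substrate incubation at room temperature.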
Sm TGR inh = S. mansoni TGR enzyme inhibition; Potency, µM (doses to about 114 µM), without a hit: at the highest dose activity change, negative = inhibition, usual class: inhibitors; hit rate 3% among 360,000; purified TGR, DTNB reduction, TNB absorbance 405 nm; Q962Y6; also: nearly all actives have a fitted effect of over 60% in size
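Kinetic colorimetric format: TGR-catalysed, NADPH-driven DTNB reduction monitored via TNB absorbance. Enzyme dispensed at 20 nM; compound exposure 15 min at room temperature before reaction start.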
* marks the source's active call; other numbers are inactive results; u = inconclusive; x = no result given; & = joins results of further samples; [ ] = remark or other dose. Calls follow the shape of the dose curve; as a rule, active = well fitted curve in the direction sought with a large enough effect; inconclusive = small, poorly fitted or top-dose-only effect, or another doubt; inactive = no such curve, though single readings can be large; an effect the other way counts as inactive or inconclusive. % is scaled to controls: 0 for no effect and ±100 for the full control effect; potency is read from the fitted curve at half-maximal effect. Compounds as they come (roughly 16% active in at least one column).

SMILES	Pf growth 48h	LmPK inhibitor	Pf growth 96h	TbPYK inhibitor	HCV inhibitor	Sm TGR inh
O=C(Nc1ccc(S(=O)(=O)N2CCOCC2)cc1)C1CCN(S(=O)(=O)c2ccccc2)CC1	u	x	2.9µM*	8%	u	5%
COc1ccc(-c2nc(CS(=O)CC(=O)NC3CCCCC3C)c(C)o2)cc1OC (centres undefined)	-16%	-8%	u	-14%	-11%	28µM*
COc1ccc(C(=O)N/C(=C/c2cccnc2)C(=O)N2CCOCC2)cc1OC	6%	1%	0%	11%	-10%	-2%
Cc1ccc(S(=O)(=O)N(C)C)cc1NC(=O)COC(=O)Cc1ccccc1F	u	x	1%	0%	6%	4%
CNc1nc2[nH]c(=O)c3c(c2s1)OC(N)=C(C#N)C3c1ccccc1 (centres undefined)	16%	-1%	5%	-6%	27%	-31%
O=C1CCCN1CCC1CCN(C2CC(=O)N(c3ccc(Cl)cc3)C2=O)CC1 (centres undefined)	1%	-10%	9%	4%	23%	18µM*
Nc1nc(NCc2ccco2)nc(NCCO)c1[N+](=O)[O-]	u	8%	u	0%	4%	6%
Cc1ccc(Nc2cc(C)nc3ncnn23)cc1	3.7µM*	1%	u	-2%	6%	5%
CCCNC(=O)c1ccc(N2CCC3(CC2)CC(c2cccc(Br)c2)=NO3)c(NC(=O)c2c(Cl)cccc2Cl)c1	u	x	u	4%	0%	2%
NS(=O)(=O)c1ccc(Nc2nc(-c3ccc(O)cc3)cs2)cc1	-2%	-5%	20%	-3%	u	-3%
O=C(CSc1n[nH]c(-c2cccnc2)n1)Nc1ccc([N+](=O)[O-])cc1	-12%	0%	-10%	1%	-2%	2%
O=C(CNCc1ccccn1)Nc1cc(C(F)(F)F)ccc1N1CCOCC1	u	-6%	u	-9%	-19%	-2%
O=C(N/N=C/c1[nH]c2ccccc2c1Cl)c1cccc(Br)c1	u	10%	12µM*	2%	7.1µM*	-5%
O=[N+]([O-])c1ccc(C2=NCCO2)cc1	26%	-4%	60%[activator]	1%	-2%	11%
Cc1ccccc1CC(=O)N1CCCC(CCC(=O)N2CCN(c3ccccn3)CC2)C1 (centres undefined)	u	0%	41%[activator]	2%	-27%	11%
COc1ccccc1CN1CCN(C(=O)c2ccncc2)CC1	-2%	-14%	u	-2%	5%	-8%
COc1ccc(/C=C(/NC(=O)c2ccccc2)C(=O)N/N=C/c2sccc2C)cc1	-7%	-3%	33%[activator]	1%	-12%	-1%
CC1=C(C(=O)N(C)CCC#N)C2(CCCCC2)OC1=O	x	2%	18%	6%	22%	1%
O=C(N/N=C/c1cccc([N+](=O)[O-])c1)C1CC(=O)N(c2ccc(F)cc2)C1 (centres undefined)	6%	0%	20%	-7%	-38%	-10%
CCOC(=O)Nc1csnn1	-6%	3%	2%	6%	14%	0%

3 compounds from above with just Pf growth 48h, LmPK inhibitor and HCV inhibitor:
| mol | Pf growth 48h | LmPK inhibitor | HCV inhibitor |
| --- | --- | --- | --- |
| O=C(CSc1n[nH]c(-c2cccnc2)n1)Nc1ccc([N+](=O)[O-])cc1 | -12% | 0% | -2% |
| O=C(CNCc1ccccn1)Nc1cc(C(F)(F)F)ccc1N1CCOCC1 | u | -6% | -19% |
| O=C(N/N=C/c1[nH]c2ccccc2c1Cl)c1cccc(Br)c1 | u | 10% | 7.1µM* |

Other compounds.
SMILES	Pf growth 48h	LmPK inhibitor	Pf growth 96h	TbPYK inhibitor	HCV inhibitor	Sm TGR inh
CCOC(=O)c1c(C)[nH]c(C(=O)COC(=O)c2cc(C)oc2C)c1C	-2%	x	21%	1%	u	-12%
Cc1cc(OCCCCCNCCO)cc(C)c1Cl	x	1%	13µM*	5%	13µM*	3%[11.4 µM]
COCC(C)NS(=O)(=O)c1ccc(C(=O)NCCCn2ccc3ccccc32)cc1 (centres undefined)	5%	5%	4%	-4%	-12%	-9%
CCOC(=O)C1(CCCc2ccccc2)CCN(C(=O)[C@@H]2C[C@@H](C)NC(=S)N2)CC1	u	4%	u	-11%	-12%	5%
Cn1c(SCC(=O)c2ccc(F)cc2)nnc1-c1ccccc1N	9%	4%	u	-6%	-3%	-5%
C/C(=N\NC(=O)c1ccc(OC2OCCOC2Oc2ccc(C(=O)N/N=C(\C)c3ccncc3)cc2)cc1)c1ccncc1 (centres undefined)	1.7µM*	0%	u	0%	u	-27%
Cc1cc2c(NC(=O)Nc3ccc(F)cc3)cccc2nn1	u	-1%	u	4%	-26%	0%
N/C(=N\OC(=O)c1ccc(Br)o1)c1ccccn1	88%[activator]	13µM*	22%	-21%	18%	1%
Cc1cccc(C(=O)Nc2ccccc2N2CCN(c3ccc(F)cc3)CC2)c1	u	-8%	-8%	-1%	-8%	-1%
COc1ccc(CCN(C)C2CCCN(C(=O)Cn3cccn3)C2)cc1OC (centres undefined)	-6%	-2%	-7%	-7%	21%	u
C=CCn1c(O)c(/C=N/NC(=O)c2ccncc2)c(=O)[nH]c1=O	-13%	1%	6%	-9%	1%	u
COCCn1cc(C(=O)NCc2cccs2)c2c3ccccc3n(C)c2c1=O	-25%	-2%	u	-6%	11%	u
Cc1cccc(C(=O)NNC(=O)Nc2ccccc2)c1	48%[activator]	-14%	13%	4%	9%	1%
COc1cc(NC(=O)CCc2c(C)nn(-c3ccc(N4CCOCC4)nn3)c2C)cc(OC)c1OC	u	-1%	6%	3%&-4%	-1%	2%&-6%
COc1ccc(N2CC(O)=C(c3nc(-c4ccc(Cl)cc4)cs3)C2=N)cc1	u	12%	-9%	-2%	-7%	1%
N#Cc1ccncc1Sc1ccc(Cl)cc1	u	0%	-35%	0%	28%	4%
C#CCSc1[nH]c(=O)cc(C)c1C#N	69%[activator]	14%	-30%	9%	11%	-6%[57.1 µM]
CCC(C)NC(=O)c1ccccc1-c1ccccc1C(=O)NC(C)CC (centres undefined)	-29%	3%	21%	1%	26%	16%
O=C(CCN=C1NS(=O)(=O)c2ccccc21)N1CCc2ccccc2C1	16%	1%	u	-2%	9%	-6%
Cc1ccc(S(=O)(=O)Nc2ccc3c(c2)OCCO3)cc1	-2%	-1%	7%	5%	-8%	6%
CCOP(=O)(OCC)c1nc(-c2cccc3ccccc23)oc1NCc1ccccc1	u	-1%	u	0%	0%	4%
CCCCc1nc2cc(C(=O)NCCc3cnn(C)c3)ccc2o1	18%	-3%	7.4µM*	-2%	x	0%
CCC(C)C(Nc1ncnc2scc(-c3ccccc3)c12)C(=O)O (centres undefined)	-12%	-1%	0%	0%	20%	-19%
CCNC(=S)NNC(=O)c1cc(-c2cccc(OC)c2)nc2ccccc12	-5%	-29%	-27%	-6%	21%	21%
O=C(NNC(=S)NC1CCCCC1)c1sc2ccccc2c1Cl	20%	1%	-15%	-14%	9%	-10%
Cc1ccccc1Nc1nc(N)nc(CN2C(=O)NC3(CCCCC3C)C2=O)n1 (centres undefined)	-15%	3%	u	0%	19%	u
Cc1cc(C)cc(CC(CC(=O)Nc2ccc(Cl)cc2)C(=O)O)c1 (centres undefined)	-5%	11%	-16%	3%	15%	1%
Cc1ccc(NS(=O)(=O)c2ccc(NC(=O)c3ccc(Br)o3)cc2)c(C)c1	u	6%	-19%	2%	13µM*	-1%
CNCCCCOc1ccccc1-c1ccccc1	-15%	-1%	16%	10%	13µM*	-3%
COC(=O)c1ccc(C(=S)N2CCOCC2)cc1	14%	2%	-10%	-13%	22%	5%
O=C(O)CSc1ncnc2scc(-c3ccc(Br)cc3)c12	-20%	-23%	-7%	-9%	37%[activator]	-1%
COc1ccccc1NC(=O)Cc1noc(CSc2cc(C)c3ccccc3n2)n1	-25%	0%	-25%	3%	11µM*	1%
CC1(C)CC(NC(=S)NCc2ccco2)CC(C)(C)N1	7%	2%	20%	-4%	11%	-3%
O=[N+]([O-])c1ccc(N2CCN(Cc3ccc4c(c3)OCO4)CC2)nc1	0%	1%	u	-2%	u	2%
O=c1cc(-c2ccc([N+](=O)[O-])cc2)c2ccc(O)cc2o1	71%[activator]	-7%	-25%	0%	u	4%
CS(=O)(=O)Nc1cccc(C2=NN(C(=O)c3ccccc3Cl)C(c3ccccc3O)C2)c1 (centres undefined)	-21%	-1%	u	-5%	1%	-3%
CC(Oc1ccc(Br)cc1)C(=O)Nc1cc(S(=O)(=O)N2CCOCC2)ccc1N1CCCC1 (centres undefined)	u	x	13µM*	2%	0%[8.37 µM]	-6%
O=C(Nc1cccc(O)c1)c1ccc(NC(=O)C2CCCO2)cc1 (centres undefined)	114%[activator]	-9%	7%	6%	16%	1%
CS(=O)(=O)c1ccc(C(=O)OCC(=O)N2CCCc3ccccc32)cc1	-1%	x	30%[activator]	3%	4%	-6%
Cc1ccc(NC(=O)N2CCCCCC2)cc1C	65%[activator]	-2%	37%[activator]	3%	11%	0%
Cc1ccc(C(=O)CSc2nnc3n2CCCCC3)s1	184%[activator]	x	182%[activator]	0%	-21%	-9%
CN(C)C(=O)[C@H]1C[C@H]1[C@@H](O)[C@H](CO)NC(=O)[C@H](COCc1ccccc1)NC(=O)OC(C)(C)C	3%	5%	u	4%	5%	16%
CCCCCCC(=O)N/N=C(\C)Cc1ccccc1	14%	2%	u	-7%	24%	0%
O=C(Nc1ccc(Cl)cc1)c1cccnc1N1CCCCC1	x	14%	u	-7%	u	-17%
Cc1ccc(-n2nnnc2SCC(=O)Nc2ccccc2-c2ccccc2)cc1C	-16%	2%	4.7µM*	3%	u	-7%
O=C(Nc1cccc(C(=O)O)c1)Nc1cccc2ccccc12	x	-4%	242%[activator]	0%	10%	-16%
Cc1ccc(C)c(S(=O)(=O)N/N=C/c2ccc(C(=O)O)cc2)c1	7%	0%	-2%	-3%	3%	6%
Oc1ccc(Nc2nc(-c3ccc(O)cc3)cs2)cc1	-50%	1%	-23%	-15%	10µM*	-1%
CC1=C(C(=O)OC2CCCCC2)C(c2cccc([N+](=O)[O-])c2)NC(=O)N1 (centres undefined)	-7%	2%	0%	0%	11µM*	-15%
CC(C)Oc1ccc(CNC(=O)Cn2c(=O)c3cccn3c3cccnc32)cc1	17%	-2%	15µM*	-5%	-18%	-7%
COP(=O)(OC)C(NC(=O)C(C)(C)C)=C(Cl)Cl	14%	6%	x	3%	17%	-4%
CCS(=O)(=O)c1ccc2c(c1)N(S(=O)(=O)c1ccccc1)CC(C(=O)O)O2 (centres undefined)	43%[activator]	-2%	41%[activator]	4%	9%	3%
COCc1cccc(N2C(=O)CC(C3C=C(C)C4C(=O)N(c5cccc(COC)c5)C(=O)C4C3)C2=O)c1 (centres undefined)	-11%	1%	58%[activator]	-12%	1%	0%
Oc1ccccc1CNc1cnc2ccccc2c1	140%[activator]	3%	22%	-15%	u	-18%
Cc1ccc(C)c(NC(=O)C2CCN(C(=O)c3cccs3)CC2)c1	17%	-6%	u	-5%	39%[activator]	-8%

Grouped by structure, the entries above containing a COOH group.
SMILES	Pf growth 48h	LmPK inhibitor	Pf growth 96h	TbPYK inhibitor	HCV inhibitor	Sm TGR inh
CCC(C)C(Nc1ncnc2scc(-c3ccccc3)c12)C(=O)O (centres undefined)	-12%	-1%	0%	0%	20%	-19%
Cc1cc(C)cc(CC(CC(=O)Nc2ccc(Cl)cc2)C(=O)O)c1 (centres undefined)	-5%	11%	-16%	3%	15%	1%
O=C(O)CSc1ncnc2scc(-c3ccc(Br)cc3)c12	-20%	-23%	-7%	-9%	37%[activator]	-1%
O=C(Nc1cccc(C(=O)O)c1)Nc1cccc2ccccc12	x	-4%	242%[activator]	0%	10%	-16%
Cc1ccc(C)c(S(=O)(=O)N/N=C/c2ccc(C(=O)O)cc2)c1	7%	0%	-2%	-3%	3%	6%
CCS(=O)(=O)c1ccc2c(c1)N(S(=O)(=O)c1ccccc1)CC(C(=O)O)O2 (centres undefined)	43%[activator]	-2%	41%[activator]	4%	9%	3%
